V-ATPase pH – regulators of yeast V-ATPase proton transport | S. cerevisiae, pHLuorin cytosolic pH fluorescence | actives 0.37% (n = 350,000) | AID 504577 | response, % at 10 µM; in the data active = response mostly above about 7.3%, no sharp cut-off; inactive = mostly below about 5.4%; also: actives read high; inactives centre near 0; some compounds called inactive have numbers as strong as hits; reference of the scale not given here
Wnt act – activators of Wnt/beta-catenin signaling; Wnt/beta-catenin reporter cell assay, activator, plate reader; activation, % at 9.35 µM; AID 743398; actives 1.2% (n = 300,000); in the data active = activation above about 30%, passing the limit was not always enough;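 also: 0% = neutral control wells and 100% = positive control wells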
Pemphigus Ab inh – blocks pemphigus antibody binding to human desmoglein-3; DSG3-coupled beads, scFv-anti-DSG3-GFP binding, flow cytometry; stronger effect = lower value; binding (percent of control), % at 10 µM; actives 0.48% (n = 310,000); AID 588358;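 active = binding more than 3 SD below its plate's average and above zero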;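 also: hits lower antibody fragment binding to DSG3; some compounds called inactive have numbers as strong as hits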
Arr AP2 block – inhibitors of human beta-arrestin and AP2 interaction | actives 0.31% (n = 340,000) | FITC-arrestin peptide / GST-AP2 beads, flow cytometry; AP2 beta2 appendage carries R879A mutation | inhibition, % at 10 µM;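 active = inhibition above a set limit, near 3 SD of compounds lacking own fluorescence, cut at about 54% in these data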;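 also: plate controls were DMSO wells for no effect and 5 µM unlabelled arrestin peptide for full effect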
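Material – GST-tagged AP2 beta2-adaptin appendage (R879A) on 4 µm glutathione beads · Probe or stimulus – fluorescein-tagged arrestin peptide at 50 nM final · Timing – 12 min plus 1 h, RT · Detection – bead flow cytometry, FITC channel · Read-out basis – inhibition as reduced fluorescein signal on beads, percent · Medium – PBS plus Tween 20 (0.05%) and BSA (0.1%)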
RTF Ca sens inh – cardiac RTF calcium desensitization; P19429+P45379; actives 0.12% (n = 340,000); inhibition, % at 7.15 µM; IANBD-labeled cardiac RTF, Ca2+ fluorescence;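 active = inhibition above the mean inhibition of all tested compounds plus 3 SD, cut at about 17% in these data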;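 also: assay run at fixed EC70 calcium of 1.6 mM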
LANA DNA inh – blocks KSHV LANA C-terminal domain binding to DNA; MBP-C-LANA/FAM-LBS DNA binding, fluorescence polarization; inhibition, % at 9 µM; actives 0.078% (n = 340,000);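 active = highest replicate inhibition at or above 60% at 9 µM, even if other replicates fall short; inactive = all replicates below 60% inhibition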;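 also: 0% = neutral control wells and 100% = 4 µM acridine orange control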
MOR-DOR ag – agonists of human mu-delta opioid receptor heterodimerization. actives 0.3% (n = 340,000). cells, OPRM1-OPRD1 heterodimerization, luminescence. activation, % at 9.3 µM; in the data active = activation above about 18%;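 also: 0% = vehicle-treated cells and 100% = reference agonist; values of inactives mirror those of a sister screen read the other way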
Target sequence (P35372 whole entry, looked up): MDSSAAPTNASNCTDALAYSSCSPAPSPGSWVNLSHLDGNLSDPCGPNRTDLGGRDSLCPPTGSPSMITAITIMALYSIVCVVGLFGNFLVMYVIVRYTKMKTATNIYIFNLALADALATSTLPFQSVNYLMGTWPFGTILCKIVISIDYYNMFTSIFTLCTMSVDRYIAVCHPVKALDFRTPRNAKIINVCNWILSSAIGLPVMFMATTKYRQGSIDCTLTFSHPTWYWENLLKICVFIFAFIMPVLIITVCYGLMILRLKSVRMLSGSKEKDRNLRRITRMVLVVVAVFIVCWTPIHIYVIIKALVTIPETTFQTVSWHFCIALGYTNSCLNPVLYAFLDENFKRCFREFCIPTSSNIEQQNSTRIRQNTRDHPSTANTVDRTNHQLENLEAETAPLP
Target sequence (P41143 whole entry, looked up): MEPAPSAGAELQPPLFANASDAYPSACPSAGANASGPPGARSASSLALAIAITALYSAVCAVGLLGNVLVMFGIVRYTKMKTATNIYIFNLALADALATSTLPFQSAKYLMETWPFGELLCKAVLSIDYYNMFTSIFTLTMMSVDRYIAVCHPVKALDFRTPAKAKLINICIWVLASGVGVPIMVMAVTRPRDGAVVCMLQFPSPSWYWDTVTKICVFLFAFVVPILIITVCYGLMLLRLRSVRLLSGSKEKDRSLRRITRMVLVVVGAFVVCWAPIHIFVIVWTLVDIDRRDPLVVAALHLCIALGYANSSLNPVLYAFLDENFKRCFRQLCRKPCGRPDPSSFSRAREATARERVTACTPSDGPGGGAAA
Keap1-Nrf2 PPI – disrupts human Keap1 binding to Nrf2 peptide; Keap1 Kelch-Nrf2 peptide fluorescence polarization, 1536-well; Q14145; inhibition, % at 9.4 µM; actives 0.15% (n = 340,000); in the data active = inhibition above about 12%;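 also: human Keap1 Kelch domain with fluorescein labeled Nrf2 9mer peptide probe; 0% = neutral control wells and 100% = peptide positive control; higher means more block of Keap1 binding to Nrf2 peptide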
RTF Ca sens act – cardiac RTF calcium sensitization | P19429+P45379 | IANBD-labeled TnC RTF fluorescence at EC20 calcium; 0% EC20 calcium, 100% full calcium | activation, % at 7.2 µM | actives 0.24% (n = 340,000) | AID 493008;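 active = activation above the mean over all tested compounds plus 3 SD, cut at about 30% in these data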;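 also: rise in fluorescence read as greater calcium sensitivity of cardiac thin filaments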
MOR-DOR inv ag – inverse agonists of human mu-delta opioid receptor heterodimerization. P35372+P41143. cell-based MOR-DOR heterodimer luminescence, inverse agonism. inhibition, % at 9.3 µM. actives 0.21% (n = 340,000). AID 504357; in the data active = inhibition above about 22%, passing the limit was not always enough;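 also: 0% = cells with DMSO and 100% = wells without cells with DMSO; values of inactives mirror those of a sister screen read the other way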
Starred values were filed as active, the others as inactive; nt = no result given.

SMILES | V-ATPase pH | Wnt act | Pemphigus Ab inh | Arr AP2 block | RTF Ca sens inh | LANA DNA inh | MOR-DOR ag | Keap1-Nrf2 PPI | RTF Ca sens act | MOR-DOR inv ag
Cc1cc(C)c2nc(SC(C)C(=O)NCC(=O)Nc3ccc(F)c(F)c3F)cc(C)c2c1 (centres undefined) | -4 | -1 | 95 | -1 | -6 | 0.3 | -1.8 | 0 | -3 | 11
COc1cccc(-n2nnnc2SCC(=O)Nc2ccc(NC(C)=O)cc2)c1 | 0 | -1 | nt | -1 | -2 | 1.3 | -3.9 | 0 | 0 | 18
O=C(NCc1ccco1)C1CCCN1C(=O)Nc1cccc(Cl)c1 (centres undefined) | -2 | -2 | 101 | 7 | -14 | 0.9 | -3.4 | -1 | 5 | 17
CNC(=O)c1cccc(NC(=O)c2cc(-c3ccccc3)nc3c2cnn3C(C)C)c1 | -1 | 0 | nt | 5 | -4 | -0.9 | -0.2 | 0 | -3 | 1
COc1ccc(OC)c(S(=O)(=O)Nc2cccc(C(C)=O)c2)c1 | -2 | 3 | 101 | -7 | -5 | 0.4 | -1.1 | -7 | 2 | 6
COC(=O)C1=CN(c2cc(C)cc(C)c2)C=C(C(=O)OC)C1c1ccc(OC)c(O)c1 | -1 | -1 | 115 | 1 | -7 | -2.2 | 2.3 | 1 | 4 | -11
O=C(O)c1cccc(CSc2n[nH]c(-c3ccc(Cl)cc3Cl)n2)c1 | 1 | -1 | 105 | -15 | -3 | 3.0 | -2.0 | -1 | 4 | 10
CN(C)c1nc(N)c([N+](=O)[O-])c(N2CCCCCC2)n1 | -2 | 2 | 104 | 4 | -18 | 0.0 | -1.6 | -6 | -1 | 7
O=C(NNc1nc2c(F)cc(F)cc2s1)C1=COCCO1 | -2 | -2 | 103 | -3 | 2 | 0.7 | 0.5 | -6 | 3 | -3
O=c1c(Cc2ccc(F)cc2)c(O)ccn1CCc1cnc[nH]1 | 1 | 0 | 98 | 7 | -4 | -0.1 | -1.8 | 0 | 0 | 9
CC(=O)Nc1ccc(S(=O)(=O)NC2(c3ccccc3)C(=O)N(C)C(=O)N(C)C2=O)cc1 | 4 | 0 | 102 | 2 | 2 | -2.5 | -4.0 | -6 | -7 | 18
Cc1cccc(NC(=S)N(CCc2ccncc2)C(C)C)c1C | -3 | 5 | 101 | 8 | -16 | -3.1 | -1.5 | -3 | 1 | 8
O=S(=O)(NC1CCCC1)c1ccc(S(=O)(=O)NC2CCCC2)cc1 | 2 | -7 | 81 | 7 | -15 | -0.9 | 1.2 | -7 | 2 | -7
O=C(Nc1ncccc1O)c1ccc(S(=O)(=O)N2CCCC2)cc1 | -1 | 8 | 113 | 18 | -3 | -0.4 | -2.7 | 3 | 5 | 15
Clc1ccc(OCCSc2ncccn2)c(Br)c1 | 2 | -1 | 78 | -11 | 1 | -0.8 | 4.9 | 0 | -5 | -25
CSC1=NCCN1C(=O)c1ccc2c(c1)OCO2 | -2 | 1 | nt | 31 | -11 | 0.0 | 1.6 | 0 | -8 | -10
Cc1nc(-c2ccccn2)nc(N2CCOCC2)c1Cl | 2 | 0 | nt | -3 | 3 | 0.7 | -2.4 | -1 | 0 | 12
O=C(CN1C(=O)NC2(CCCCC2)C1=O)Nc1ccc(Cl)c(S(=O)(=O)N2CCOCC2)c1 | -7 | 3 | 101 | 38 | -7 | -0.3 | 0.9 | 0 | -2 | -4
CCc1ccc(NC(=O)C2C3C=CC(C4CC34)C2C(=O)O)cc1 (centres undefined) | 1 | nt | 104 | -5 | 3 | 0.7 | -3.3 | 1 | -1 | 18
O=C(CN1c2cccc3cccc(c23)S1(=O)=O)NCCc1ccc(F)cc1 | 7 | -5 | nt | 30 | -4 | -0.6 | 2.4 | 4 | -4 | -9
COCCN(C(=O)COC(=O)CSc1ccccc1)c1c(N)n(Cc2ccccc2)c(=O)[nH]c1=O | -1 | 0 | 100 | 2 | -1 | 0.1 | -2.2 | -1 | -1 | 11
COc1ccc(C)cc1S(=O)(=O)Nc1ccc2c(c1)OCO2 | -3 | 2 | 100 | 14 | -4 | -1.3 | -1.6 | 3 | 2 | 9
CN(CCC#N)Cc1cc(=O)oc2ccc3ccccc3c12 | -2 | 0 | 111 | -11 | 0 | 2.5 | -1.8 | 3 | 3 | 9
COc1ccc(C(=O)OCc2nnc(-c3ccccc3)o2)cc1S(=O)(=O)N1CCOCC1 | -3 | 5 | 110 | 4 | -10 | 1.7 | -0.3 | -5 | 4 | 2
N#CCCn1cc(C(=O)Nc2ccc(C(=O)O)cc2)c(-c2cccc(Br)c2)n1 | -2 | 11 | 113 | 11 | -8 | -1.0 | -1.3 | -2 | 1 | 7
Cc1cc(C)c2oc(C(=O)N(Cc3cccs3)C3CCS(=O)(=O)C3)cc(=O)c2c1 (centres undefined) | 3 | 0 | 105 | 10 | -8 | -1.3 | -3.0 | -5 | 4 | 16
CC(=O)c1ccc(NC(=O)CN2CCN(c3ccccc3)CC2)cc1 | -1 | 1 | 110 | -6 | -2 | 2.7 | -2.4 | -4 | -4 | 11
COc1cc(OC)c2c(-c3ccccc3)cc(=O)oc2c1C(CC(=O)N1CCCC1)c1ccc2c(c1)OCO2 (centres undefined) | 3 | 0 | 106 | 4 | -18 | -3.0 | -3.9 | -5 | 4 | 22
COc1ccc(OC)c(C2/C(=C(/O)c3cnn(-c4ccccc4)c3C)C(=O)C(=O)N2CCN(C)C)c1 (centres undefined) | 1 | -2 | 92 | -8 | -3 | 0.1 | -2.8 | 3 | 1 | 15
NC(=O)C1CCN(C(=O)c2ccc(Cl)c(S(=O)(=O)NCc3ccco3)c2)CC1 | 3 | 0 | 96 | 3 | -1 | 1.6 | -0.3 | 2 | -4 | 1
CSc1cccc(NC(=O)CCS(=O)(=O)c2cccc3nonc23)c1 | 2 | 0 | 100 | 7 | 3 | 0.9 | -2.3 | -1 | 4 | 12
Cc1ccc(CNC(=O)C2CCN(S(=O)(=O)c3c(C)noc3C)CC2)cc1 | 2 | -2 | 102 | 6 | 3 | 0.3 | -0.3 | -4 | 5 | 2
CN=c1scc(-c2ccc([N+](=O)[O-])cc2)n1/N=C/c1ccco1 | 0 | 6 | 114 | -4 | 8 | -0.2 | -1.3 | -1 | -2 | 6
CCOC(=O)CCCNC(=O)CSc1nnc(-c2ccccc2)c(-c2ccccc2)n1 | -3 | 5 | 99 | -4 | -10 | -2.0 | -2.6 | -2 | -4 | 14
CC(OC(=O)c1ccc(Cl)c(S(=O)(=O)N2CCc3ccccc32)c1)C(=O)Nc1ncc(Cl)cc1Cl (centres undefined) | 6 | -3 | 109 | -33 | -4 | 0.5 | -0.3 | -6 | 11 | 2
Cn1c(SCc2nc(-c3ccc(Br)cc3)no2)nnc1-c1ccco1 | 3 | -5 | 102 | 9 | 9 | -0.3 | -2.6 | 4 | 2 | 13
Cc1ccc(S(N)(=O)=O)cc1NC(=O)C1CC2CCC1C2 (centres undefined) | 0 | 6 | 103 | -9 | 1 | 1.5 | -1.3 | 1 | 3 | 8
COCCOC(=O)c1c(C)oc2ccc(NS(=O)(=O)c3cccs3)cc12 | -2 | -2 | 107 | 2 | 0 | -0.4 | -0.8 | 3 | 6 | 4
Cc1cccc(C)c1NC(=O)COC(=O)/C=C/c1ccc(S(=O)(=O)N2CCOCC2)cc1 | -1 | 2 | nt | 3 | 2 | 1.1 | -4.5 | -3 | 1 | 17
CCc1ccc2[nH]c(=O)c(CN(Cc3ccc(OC)cc3)Cc3nnnn3CCOC)cc2c1 | 4 | nt | 102 | 8 | 4 | 0.0 | -0.3 | 1 | -6 | 2
COc1ccc(N2C(=O)C(Cl)=C(NCc3ccccc3)C2=O)cc1 | 3 | -1 | 100 | 3 | 3 | 2.0 | 1.6 | -4 | -6 | -8
Cc1cc(Nc2ccccc2Cl)nc(-c2ccccc2O)n1 | 0 | 0 | 97 | -12 | -2 | 1.7 | 2.6 | 1 | 0 | -12
c1ccc(-c2nccnc2-c2ccccc2)cc1 | 1 | -1 | nt | -2 | -7 | -1.7 | -0.7 | -4 | 5 | 3
Cc1ccc(-n2ncc3c2CC(C)(C)CC3NC(=O)CCc2ccc(=O)[nH]n2)cc1 (centres undefined) | 5 | -3 | 106 | -18 | 0 | -0.8 | -3.1 | -3 | 2 | 17
O=C(CNC(=O)c1cccs1)Nc1ccc(N2CCOCC2)cc1 | 1 | -2 | 111 | -9 | -6 | -2.3 | -2.0 | -2 | 0 | 8
Nc1cnccc1C(=O)O | 1 | -2 | 101 | -12 | -49 | 9.8 | -2.3 | 7 | 39* | 11
O=C(N/C(=C\c1ccco1)C(=O)N1CCCC1)c1cccs1 | -4 | nt | 94 | 31 | -4 | 2.5 | -3.1 | -5 | 2 | 16
CCc1cc2c(CN3CCN(CC)CC3)cc(=O)oc2cc1O | 2 | nt | 99 | -7 | -2 | 1.9 | -3.5 | 1 | 2 | 18
O=C(NCCCN1CCCC1=O)c1ccc(OCc2ccccc2)cc1 | -5 | 2 | 96 | 5 | 10 | -0.6 | -1.4 | -2 | 11 | 8
Cc1nc(SCC(=O)N(C)C2CCS(=O)(=O)C2)c(C#N)c(C)c1C (centres undefined) | -1 | 9 | 102 | 16 | 4 | -2.2 | 0.5 | 1 | 2 | -2
CC(C)Nc1nc(Cl)nc(N(C#N)CN2C(=O)c3ccccc3S2(=O)=O)n1 | -2 | -3 | 92 | -12 | -10 | -2.1 | -3.3 | -13 | -1 | 17
O=C(COc1ccc(Cl)cc1Br)N1CCN(S(=O)(=O)c2ccccc2)CC1 | -3 | 5 | 106 | -23 | 9 | 0.3 | -0.3 | 3 | 4 | 2
O=c1c(-c2ccc(Cl)cc2)cnc2n1CCS2 | -1 | 14 | 113 | -35 | 4 | 3.3 | -1.9 | -1 | 1 | 9
CCCCCc1nnc(NC(=O)Cc2ccc([N+](=O)[O-])cc2)s1 | -3 | -1 | 105 | 0 | -7 | 1.0 | 0.9 | 1 | 4 | -4
CC(=O)Nc1ccc(NC(=O)c2cc(=O)c3cc(C)cc(C)c3o2)cc1 | -6 | 0 | 87 | 40 | -6 | -1.4 | -1.1 | 3 | -7 | 5
Cc1nc(N2CCCCC2)sc1C(=O)c1cccc([N+](=O)[O-])c1 | 2 | nt | 89 | 10 | 10 | -0.2 | 0.2 | 3 | 4 | -1
COc1ccccc1/C=C/c1onc(C)c1S(=O)(=O)N1CCC(C(=O)NC(C)C)CC1 | -2 | -1 | 112 | -1 | -14 | -0.4 | -3.7 | 0 | -4 | 19
CC(NC(=O)COc1cccnc1[N+](=O)[O-])c1ccc(F)cc1 (centres undefined) | 2 | 0 | 96 | 10 | -13 | -0.5 | 2.1 | -3 | -2 | -13
